Screening data as filed in PubChem BioAssay.
CCT chaperon mod – modulators of cytosolic chaperonin (CCT/TRiC) activity | purified chaperonin ATPase assay, HTRF ADP detection, 30 min | activity change, % (concentration not given with the values), hits read low | hit rate 0.3% among 360,000; in the data active = activity change below about -30%; note: % is set by controls: 0 for no effect and ±100 for the full control effect
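First, chaperonin was dispensed at 40 nM or 20 nM final depending on batch activity. Next, compounds were pinned at 76 uM and ATP added at 10 uM. After 30 min at 37 °C, ADP detection reagents ran 30 min at ambient temperature.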
EPAC1 agonist – activates human EPAC1 exchange factor. AID 720707. hit rate 0.073% among 360,000. EPAC1 agonist qHTS, biochemical assay; response scale: 100% = response to 6.5 mM cAMP. Potency, µM (series often up to 154 µM), inactives show top-dose activation, hits mostly activators; note: potency is the fitted concentration of half-maximal effect; nearly all actives have a fitted effect of over 60% in size
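EPAC1 100 nM, Rap1B–BODIPY-GDP 250 nM, unlabeled GDP 50 uM; compound titration; 5 min RT; kinetic read ex480/em540 at 5-min intervals ×30 min; data normalized to 6.5 mM cAMP agonist control.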
WRN helicase inh – WRN helicase (human) inhibition; Q14191; hit rate 0.46% among 360,000; Potency, µM (doses to about 114 µM), without a hit: at the highest dose activity change, negative = inhibition, hits mostly inhibitors; AID 651768; WRN helicase unwinding, fluorescent forked duplex, kinetic; note: potency is the fitted concentration of half-maximal effect; % is set by controls: 0 for no effect and ±100 for the full control effect; nearly all actives have a fitted effect of over 55% in size
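Screening of the MLSMR collection measured strand separation of a quenched forked DNA duplex (100 nM) by 20 nM WRN with 2 mM ATP, all final. Compounds were preincubated with enzyme 15 min at room temperature.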
EPAC1 antag – blocks human EPAC1 exchange factor; O95398; EPAC1 GEF assay, Rap1b-BODIPY-GDP exchange fluorescence; Potency, µM (doses to about 115 µM), inactives show at the top dose activity change, negative = inhibition, hits mostly inhibitors; hit rate 0.14% among 360,000; AID 720709;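 note: potency is the fitted concentration of half-maximal effect; plate controls were vehicle for no effect and positive control for full effect; nearly all actives have a fitted effect of over 50% in size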
PLK1 PBD inh – inhibitors of human PLK1 polo-box domain binding; P53350; Plk1 PBD binding of FITC phosphopeptide, fluorescence polarization; Potency, µM, inactives show max response, negative = inhibition, most hits filed as inhibitors; hit rate 2.8% among 360,000; AID 720504; note: potency is the fitted concentration of half-maximal effect; series mostly up to about 57 µM; % is set by controls: 0 for no effect and ±100 for the full control effect; nearly all actives have a fitted effect of over 65% in size
MmCpn inh – inhibitors of Methanococcus maripaludis chaperonin (MmCpn); AID 504842; purified Mm-Cpn ATPase, ADP Transcreener TR-FRET; Potency, µM (doses to about 76.9 µM), inactives show at the top dose activity, negative = inhibition, usual class: inhibitors; hit rate 0.031% among 330,000; note: potency is the fitted concentration of half-maximal effect; % is set by controls: 0 for no effect and ±100 for the full control effect; nearly all actives have a fitted effect of over 80% in size
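ATPase turnover read by TR-FRET ADP competition (Eu cryptate antibody/ADP-d2, 665/590 nm): 10uM ATP final, 25nM Mm-CPN final, 30 min 37degC after 10-min compound preincubation, pH 7.4 Tris/KCl/MgCl2/DTT buffer.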
PI5P4Ka inh – PI5P4K alpha (human) kinase inhibition; P48426; PI5P4Kalpha enzyme, ADP-Glo luminescence, 60 min; active compounds read low; max response, %; hit rate 1.2% among 330,000; AID 652105; active = max response of -50% or lower; inconclusive = between -30% and -50%; inactive = -30% or higher; note: value at the top dose of about 77 µM; % is set by controls: 0 for no effect and ±100 for the full control effect
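Quantitative HTS of the MLSMR library against PI5P4Kalpha with substrate. ATP added last at 5 microM final; room temperature, 60 minutes. Remaining ATP depleted, ADP converted and read as luminescence.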
EPAC2 antagonist – blocks human EPAC2 exchange factor; Q8WZA2; EPAC2 GEF exchange of Rap1B-BODIPY-GDP, fluorescence; Potency, µM (doses to about 114 µM), without a hit: top-dose activity, negative = inhibition, most hits filed as inhibitors; hit rate 0.18% among 360,000; note: potency is the fitted concentration of half-maximal effect; % is set by controls: 0 for no effect and ±100 for the full control effect; nearly all actives have a fitted effect of over 45% in size; many of its hits are not listed in these tables
Target sequence (Q8WZA2 whole entry, looked up): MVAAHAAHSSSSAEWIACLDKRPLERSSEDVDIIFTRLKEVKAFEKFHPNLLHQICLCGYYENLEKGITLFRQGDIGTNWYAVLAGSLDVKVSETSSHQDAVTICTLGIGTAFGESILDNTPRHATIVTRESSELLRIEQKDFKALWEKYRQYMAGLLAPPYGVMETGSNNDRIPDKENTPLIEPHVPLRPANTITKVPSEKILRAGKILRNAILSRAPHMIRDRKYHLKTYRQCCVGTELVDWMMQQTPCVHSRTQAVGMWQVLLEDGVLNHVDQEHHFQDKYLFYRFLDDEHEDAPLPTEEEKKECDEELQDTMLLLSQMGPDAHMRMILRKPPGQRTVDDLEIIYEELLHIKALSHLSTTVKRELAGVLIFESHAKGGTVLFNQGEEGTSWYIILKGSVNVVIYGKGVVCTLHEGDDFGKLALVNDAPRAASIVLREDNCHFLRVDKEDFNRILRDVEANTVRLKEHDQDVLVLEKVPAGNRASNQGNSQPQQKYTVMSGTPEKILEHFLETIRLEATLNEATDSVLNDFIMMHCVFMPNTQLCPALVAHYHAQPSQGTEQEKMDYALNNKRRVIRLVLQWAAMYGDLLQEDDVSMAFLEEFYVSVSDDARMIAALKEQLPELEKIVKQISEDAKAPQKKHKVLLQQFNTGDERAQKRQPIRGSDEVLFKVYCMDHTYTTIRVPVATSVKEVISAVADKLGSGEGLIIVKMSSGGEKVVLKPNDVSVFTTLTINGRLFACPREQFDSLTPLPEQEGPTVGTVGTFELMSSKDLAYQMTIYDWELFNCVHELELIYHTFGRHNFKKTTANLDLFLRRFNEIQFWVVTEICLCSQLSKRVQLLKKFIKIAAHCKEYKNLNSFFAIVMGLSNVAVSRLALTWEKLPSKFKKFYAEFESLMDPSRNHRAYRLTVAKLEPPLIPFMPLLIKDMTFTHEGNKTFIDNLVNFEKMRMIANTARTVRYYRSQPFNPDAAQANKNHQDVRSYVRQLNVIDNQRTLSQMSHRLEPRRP
Active calls of the source: *; [ ] = remark or other dose. Unless noted, calls come from the whole dose curve; as a rule, active = well fitted curve in the direction sought with a large enough effect; inconclusive = small, poorly fitted or top-dose-only effect, or another doubt; inactive = no such curve, though single readings can be large; an effect the other way counts as inactive or inconclusive. An excerpt (hit frequency here may not be typical).

How did O=C(CN1CCN(S(=O)(=O)N2CCOCC2)CC1)Nc1cc(Cl)cc(Cl)c1 do in these assays?
CCT chaperon mod: -4.8; EPAC1 agonist: 2%; WRN helicase inh: -1%; EPAC1 antag: -23%; PLK1 PBD inh: -11%; MmCpn inh: 1%; PI5P4Ka inh: -4; EPAC2 antagonist: -7%

Results for COc1ccc(-n2nc(C(=O)NCC(=O)N3CCN(Cc4ccccc4)CC3)c3ccccc3c2=O)cc1 ?
CCT chaperon mod: -0.6; EPAC1 agonist: 0%; WRN helicase inh: 2%; EPAC1 antag: inconclusive; PLK1 PBD inh: -11%; MmCpn inh: -4%; PI5P4Ka inh: 3; EPAC2 antagonist: 2%

What do the screens show for `O=C(N/N=C/c1ccccn1)C12CC3CC(CC(C3)C1)C2`?
CCT chaperon mod: -0.8; EPAC1 agonist: 2%; WRN helicase inh: 6%; EPAC1 antag: -16%; PLK1 PBD inh: -5%; MmCpn inh: 3%; PI5P4Ka inh: 6; EPAC2 antagonist: 1%

Results for COc1cccc(CN(C)C(=O)c2cc(COc3ccc(-n4cncn4)cc3)on2)c1 ?
CCT chaperon mod: 0.0; EPAC1 agonist: 4%; WRN helicase inh: -5%; EPAC1 antag: 3%; PLK1 PBD inh: -2%; MmCpn inh: 1%; PI5P4Ka inh: 6; EPAC2 antagonist: -20%

Results for COc1ccccc1/C=C(/NC(=O)c1ccccc1)C(=O)NCCN1CCOCC1 ?
CCT chaperon mod: -1.2; EPAC1 agonist: 4%; WRN helicase inh: -4%; EPAC1 antag: -7%; PLK1 PBD inh: -14%; MmCpn inh: 1%; PI5P4Ka inh: -2; EPAC2 antagonist: 1%

How did COc1ccc(CCNC(=O)C(=O)NCCC2CCCCN2S(=O)(=O)c2ccccc2)cc1 (stereo not given) do in these assays?
CCT chaperon mod: 1.0; EPAC1 agonist: -2%; WRN helicase inh: -8%; EPAC1 antag: 8%; PLK1 PBD inh: -9%; MmCpn inh: 6%; PI5P4Ka inh: 0; EPAC2 antagonist: 24%

Results for COc1ccc(CNC(=O)c2sc(=O)n(Cc3ccc(-c4ccccc4)cc3)c2C)cc1OC ?
CCT chaperon mod: 0.9; EPAC1 agonist: 18%; WRN helicase inh: 0%[57.1 µM]; EPAC1 antag: -8%; PLK1 PBD inh: -12%; PI5P4Ka inh: 8; EPAC2 antagonist: 1%

What do the screens show for `CN(CCc1ccccc1)C(C(=O)Nc1ccc2c(c1)OCCO2)C1CC1` (stereo not given)?
CCT chaperon mod: -1.0; EPAC1 agonist: 2%; WRN helicase inh: 1%; EPAC1 antag: 10%; PLK1 PBD inh: -13%; PI5P4Ka inh: -18; EPAC2 antagonist: 0%

What do the screens show for `O=C(Nc1ccccc1)C(CCCCN1C(=O)c2ccccc2C1=O)N1C(=O)c2ccccc2C1=O` (stereo not given)?
CCT chaperon mod: 0.2; EPAC1 agonist: 6%; WRN helicase inh: 5%; EPAC1 antag: -6%; PLK1 PBD inh: -1%; PI5P4Ka inh: -2; EPAC2 antagonist: 6%

How did O=C(CN(C(=O)Cn1nnc(-c2ccc(F)cc2)n1)c1cccc(F)c1)NC1CCCC1 do in these assays?
CCT chaperon mod: -1.5; EPAC1 agonist: 3%; WRN helicase inh: 11%; EPAC1 antag: -10%; PLK1 PBD inh: -14%; MmCpn inh: 2%; PI5P4Ka inh: 2; EPAC2 antagonist: 3%

How did CSCCNC(=O)C1(C)CCN1C(=O)c1ccc(C(C)(C)C)cc1 (stereo not given) do in these assays?
CCT chaperon mod: 1.1; EPAC1 agonist: -1%; WRN helicase inh: 2%; EPAC1 antag: 9%; PLK1 PBD inh: 1%; PI5P4Ka inh: 3; EPAC2 antagonist: 8%

What do the screens show for `C[C@H](NC(=O)[C@@H]1Cc2ccccc2CN1)C(=O)NCC1CCCO1` (stereo not given in full)?
CCT chaperon mod: 1.3; EPAC1 agonist: -4%; WRN helicase inh: 6%; EPAC1 antag: 4%; PLK1 PBD inh: 30µM*; MmCpn inh: 5%; PI5P4Ka inh: -13; EPAC2 antagonist: 16%

Quoted at random: 2 records from the list.
Results for COc1ccccc1/C=C(/NC(=O)c1ccccc1)C(=O)NCCN1CCOCC1 ?
CCT chaperon mod: -1.2; EPAC1 agonist: 4%; WRN helicase inh: -4%; EPAC1 antag: -7%; PLK1 PBD inh: -14%; MmCpn inh: 1%; PI5P4Ka inh: -2; EPAC2 antagonist: 1%

What do the screens show for `O=C(Nc1ccccc1)C(CCCCN1C(=O)c2ccccc2C1=O)N1C(=O)c2ccccc2C1=O` (stereo not given)?
CCT chaperon mod: 0.2; EPAC1 agonist: 6%; WRN helicase inh: 5%; EPAC1 antag: -6%; PLK1 PBD inh: -1%; PI5P4Ka inh: -2; EPAC2 antagonist: 6%

The listing continues.
Results for CCOC(=O)N1CCN(Cc2nc(Cc3cccc(C(F)(F)F)c3)no2)CC1 ?
CCT chaperon mod: -3.3; EPAC1 agonist: 4%; WRN helicase inh: 3%; EPAC1 antag: -21%; PLK1 PBD inh: -7%; MmCpn inh: 0%; PI5P4Ka inh: 9; EPAC2 antagonist: -2%

How did CCCCOc1ccc(C(=O)Nn2cnnc2)cc1 do in these assays?
CCT chaperon mod: -1.2; EPAC1 agonist: 1%; WRN helicase inh: -1%; EPAC1 antag: -7%; PLK1 PBD inh: -6%; MmCpn inh: 0%; EPAC2 antagonist: 7%

How did CCCCNC(=O)C(=O)Nc1ccc2c(c1)N(S(=O)(=O)c1cccs1)CCC2 do in these assays?
CCT chaperon mod: -0.4; EPAC1 agonist: -9%; WRN helicase inh: 2%; EPAC1 antag: 16%; PLK1 PBD inh: 9%; PI5P4Ka inh: 8; EPAC2 antagonist: 4%

What do the screens show for `COc1ccccc1C1C2=C(CC(C)(C)CC2=O)Nc2nnnn21` (stereo not given)?
CCT chaperon mod: 1.3; EPAC1 agonist: -7%; WRN helicase inh: -22%; EPAC1 antag: 4%; PLK1 PBD inh: 3%; MmCpn inh: 2%; PI5P4Ka inh: -3; EPAC2 antagonist: 2%

How did CCOC(=O)C1=C[C@@H](C(C)(C)C)N(S(=O)(=O)c2ccc(C)cc2)[C@H]1c1ccccc1 do in these assays?
CCT chaperon mod: 0.9; EPAC1 agonist: -2%; WRN helicase inh: -12%; EPAC1 antag: -9%; PLK1 PBD inh: -3%; PI5P4Ka inh: 12; EPAC2 antagonist: -3%

How did CC(=O)N1CCN(C(=O)Cn2c(=O)oc3ccccc32)CC1 do in these assays?
CCT chaperon mod: -1.0; EPAC1 agonist: -6%; WRN helicase inh: 1%; EPAC1 antag: -3%; PLK1 PBD inh: 0%; MmCpn inh: 0%; PI5P4Ka inh: -8; EPAC2 antagonist: 13%

Compounds listed so far containing a halogen (3):
How did O=C(CN1CCN(S(=O)(=O)N2CCOCC2)CC1)Nc1cc(Cl)cc(Cl)c1 do in these assays?
CCT chaperon mod: -4.8; EPAC1 agonist: 2%; WRN helicase inh: -1%; EPAC1 antag: -23%; PLK1 PBD inh: -11%; MmCpn inh: 1%; PI5P4Ka inh: -4; EPAC2 antagonist: -7%

How did O=C(CN(C(=O)Cn1nnc(-c2ccc(F)cc2)n1)c1cccc(F)c1)NC1CCCC1 do in these assays?
CCT chaperon mod: -1.5; EPAC1 agonist: 3%; WRN helicase inh: 11%; EPAC1 antag: -10%; PLK1 PBD inh: -14%; MmCpn inh: 2%; PI5P4Ka inh: 2; EPAC2 antagonist: 3%

Results for CCOC(=O)N1CCN(Cc2nc(Cc3cccc(C(F)(F)F)c3)no2)CC1 ?
CCT chaperon mod: -3.3; EPAC1 agonist: 4%; WRN helicase inh: 3%; EPAC1 antag: -21%; PLK1 PBD inh: -7%; MmCpn inh: 0%; PI5P4Ka inh: 9; EPAC2 antagonist: -2%
